SUMO Mot1 rescue = SUMOylation pathway inhibition by Mot1-301 growth rescue; S. cerevisiae Mot1-301 growth rescue, ATP luminescence, 38.5C; percent above DMSO median, 100 means doubled; growth rescue, % at 18.8 µM; 320,000 compounds, 1% hits; AID 2716;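 active = every valid replicate shows activation above 250% relative to neutral control wells; inactive = the rest, any valid replicate at or below 250%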;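 also: OY570 slx delta 5 strain wells were the positive control but not used for scaling; some compounds called inactive have numbers as strong as hits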
HTR5A inv ctr = counter-screen for OPRM1-OPRD1 inverse agonists: human HTR5A inverse agonism. HTR5A cell line, luminescence. 340,000 compounds, 0.083% hits. AID 504634. inhibition, % at 9.3 µM. P47898; in the data active = inhibition mostly above about 23%, no sharp cut-off; inactive = mostly below about 18%;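 also: 0% = cells with DMSO and 100% = no-cell wells with DMSO; some compounds called inactive have numbers as strong as hits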
Target sequence (P47898 whole entry, looked up): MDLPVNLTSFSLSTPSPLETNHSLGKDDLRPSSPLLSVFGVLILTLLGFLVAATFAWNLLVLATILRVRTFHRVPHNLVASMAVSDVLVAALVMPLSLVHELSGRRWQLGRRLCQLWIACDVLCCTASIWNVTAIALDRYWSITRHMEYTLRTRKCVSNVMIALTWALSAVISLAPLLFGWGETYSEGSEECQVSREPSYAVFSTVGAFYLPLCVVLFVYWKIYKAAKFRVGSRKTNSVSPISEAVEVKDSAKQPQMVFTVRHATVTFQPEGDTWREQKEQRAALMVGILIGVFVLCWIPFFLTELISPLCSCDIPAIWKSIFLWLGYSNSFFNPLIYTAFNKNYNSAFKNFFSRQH
PKA-R1A activ = activates the PKA-R1A holoenzyme complex. P00514+P68181. PKA-R1A dissociation, Cy5-IP20 fluorescence polarization; scaled: DMSO 0%, 113 µM cGMP 100%. activation, % at 11.4 µM. 340,000 compounds, 0.083% hits. AID 504707;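 active = percent activation above the mean of all tested compounds plus 3 SD, cut at about 19% in these data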;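 also: higher means more PKAc released from R1A so a rise in polarization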
Tat export inh = E. coli Tat transport inhibition; inhibition, % at 10 µM; 340,000 compounds, 0.036% hits; E. coli MC4100 TorA-mCherry Tat export, fluorescence;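 active = mean replicate inhibition at least 50% and at least half of replicates individually reaching 50%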;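 also: exported cargo escapes ClpAP degradation while cytoplasmic cargo is degraded and loses fluorescence; 0% = median of neutral control wells and 100% = median of NaSCN control wells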
Ecoli viability = bacterial growth inhibition, counter-screen for AddAB inhibitors. 330,000 compounds, 0.27% hits. inhibition, % at 11.9 µM. AID 449728. E. coli V3065 growth, OD600 absorbance, 18 h;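 active = inhibition above the campaign's mean inhibition across all tested compounds plus 3 SD, cut at about 9.9% in these data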;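 also: uninfected addAB+ strain grown without phage in ampicillin broth; 0% = DMSO wells and 100% = ciprofloxacin 0.95 µg/ml wells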
AddAB inh = less growth of phage-infected E. coli with AddAB. E. coli expressing H. pylori AddAB, absorbance growth. 330,000 compounds, 0.29% hits. inhibition, % at 11.9 µM; in the data active = inhibition above about 12%;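 also: 0% = vehicle wells of infected cells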
OPRM1-OPRD1 inv = inverse agonists of human mu-delta opioid receptor heterodimerization; P35372+P41143; inhibition, % at 9.3 µM; 340,000 compounds, 0.21% hits; cell-based MOR-DOR heterodimer luminescence, inverse agonism; in the data active = inhibition above about 22%, passing the limit was not always enough;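 also: 0% = cells with DMSO and 100% = wells without cells with DMSO; values of inactives mirror those of a sister screen read the other way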
PfHsp90 yeast 2 = growth inhibition of yeast expressing Plasmodium Hsp90; S. cerevisiae expressing PfHsp90, BacTiter-Glo ATP, 48 h; yeast lacking PDR1 and PDR3 efflux regulators; inhibition, % at 9.4 µM; 310,000 compounds, 0.32% hits; AID 504621;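 active = every replicate shows inhibition above about 80%, whatever the replicate mean, limit read from the data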;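 also: 0% = DMSO neutral controls and 100% = 20 µM radicicol positive controls; yeast relying on Plasmodium falciparum Hsp90 in place of its own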
phage Ecoli inh = E. coli growth loss with phage present; AID 651602; inhibition, % at 11.9 µM; growth absorbance; 360,000 compounds, 0.26% hits; in the data active = inhibition above about 11%
PKA-R2B act = activators of human PKA-R2B complex; P22694+P31323; PKA-R2B holoenzyme dissociation, Cy5-IP20 fluorescence polarization; R2B truncated from residue 108, S112A mutant; 0% DMSO only, 100% 113 µM cGMP; activation, % at 11.4 µM; 340,000 compounds, 0.079% hits;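 active = activation above a cutoff set at the mean over all compounds plus 3 SD, cut at about 18% in these data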;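 also: higher means more holoenzyme dissociation and a rise in polarization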
Target sequence (P31323 whole entry, looked up, other chains not shown, the tested form may be a part): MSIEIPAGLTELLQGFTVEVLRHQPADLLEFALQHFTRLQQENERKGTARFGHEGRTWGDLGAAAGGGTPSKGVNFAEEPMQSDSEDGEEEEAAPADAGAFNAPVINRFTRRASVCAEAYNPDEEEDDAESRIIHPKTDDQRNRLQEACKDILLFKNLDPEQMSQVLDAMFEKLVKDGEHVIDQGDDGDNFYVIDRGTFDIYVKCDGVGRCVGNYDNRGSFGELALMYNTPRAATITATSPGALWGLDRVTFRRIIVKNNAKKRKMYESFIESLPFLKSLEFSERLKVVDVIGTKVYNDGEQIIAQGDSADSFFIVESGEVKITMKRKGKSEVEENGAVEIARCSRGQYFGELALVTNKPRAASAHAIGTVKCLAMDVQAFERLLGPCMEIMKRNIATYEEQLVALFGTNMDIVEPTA
MOR-DOR ag = agonists of human mu-delta opioid receptor heterodimerization; cells, OPRM1-OPRD1 heterodimerization, luminescence; AID 504326; activation, % at 9.3 µM; P35372+P41143; 340,000 compounds, 0.3% hits; in the data active = activation above about 18%;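 also: 0% = vehicle-treated cells and 100% = reference agonist; values of inactives mirror those of a sister screen read the other way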
The depositor's hits bear a star; . = not tested or not shown.

SMILES	SUMO Mot1 rescue	HTR5A inv ctr	PKA-R1A activ	Tat export inh	Ecoli viability	AddAB inh	OPRM1-OPRD1 inv	PfHsp90 yeast 2	phage Ecoli inh	PKA-R2B act	MOR-DOR ag
O=S(=O)(N1CCCCC1)N1CCCN(S(=O)(=O)N2CCCCC2)CC1	6	-20	3	16	-0.5	1.8	6	-3	0.7	-7	-1.5
CC1CN(S(=O)(=O)c2cccc(C(=O)Nc3ccc(S(=O)(=O)Nc4ncccn4)cc3)c2)CC(C)O1 (stereo unspecified)	.	-4	-5	-3	.	.	8	11	1.8	-2	-1.5
COc1ccc(-c2csc(NC(=O)c3c(C)noc3C)n2)cc1F	.	-12	-16	-1	.	.	5	.	3.9	-9	-0.9
COc1cccc(C(=O)Cn2c(=O)n(CC3CCCO3)c(=O)c3ccccc32)c1 (stereo unspecified)	8	7	-6	0	0.7	1.8	17	39	2.1	-5	-3.7
CCOc1ccccc1C(=O)NCC(=O)OCC(=O)N1CCCC1	49	-12	-11	7	-3.4	-1.8	7	-12	0.7	3	-1.4
Cc1cc(F)ccc1NC(=O)Nc1ccc2c(c1)OCO2	-4	13	2	2	-0.8	0.4	4	2	2.3	5	-0.8
Cc1cccc(C)c1NC(=O)c1nc(S(=O)(=O)Cc2ccccc2)ncc1Cl	.	10	3	-3	-1.4	1.6	30	-27	0.9	-4	-6.0
NNC(=O)C1SCCN1S(=O)(=O)c1ccc(Cl)cc1 (stereo unspecified)	-15	6	2	-2	-0.7	0.6	15	8	3.6	-3	-3.0
CCc1cccc(OCC(=O)Nc2cc(Cl)ccc2-n2cncn2)c1	12	-10	-15	-5	-1.2	-1.7	-7	11	3.6	-7	1.7
Cc1cc(NC(=O)CCC(=O)N(CC(=O)NC2CCCC2)c2cccc(C)c2C)no1	3	-7	8	0	-1.3	-3.0	13	18	2.4	-12	-2.7
COc1ccc(C(=O)/C=C/Nc2ccc(S(=O)(=O)Nc3nc(C)cc(C)n3)cc2)cc1OC	4	-24	0	-4	1.0	4.9	0	5	3.4	-3	0.1
O=C(Nc1ccc(F)cc1)c1cccc2c1C(=O)N(Cc1ccccn1)C2	-13	6	-12	2	-1.4	0.3	6	-2	2.8	-4	-1.1
CC(NC(=O)c1ccc(Cl)cc1)C(=O)N1CCCCC1 (stereo unspecified)	434*	4	6	8	-1.0	-2.6	6	10	2.4	-6	-1.0
Cn1nnc2cc(C(=O)Nc3ccccc3)ccc21	192	-13	2	2	2.0	1.8	5	17	0.4	0	-1.0
CCc1c(C)nc(N2CCN(c3ccc(Cl)cc3)CC2)[nH]c1=O	8	-15	-11	1	0.3	3.2	-16	10	3.9	-1	3.3
COc1cc(/C=N/n2nnnc2N)ccc1OC(C)=O	44	5	-3	8	.	.	9	-22	1.7	9	-1.9
CCOC(=O)c1c(C)n(-c2ccc(C)cc2)c2c(C(C(C)=O)C(=O)O)c(Br)c(O)c(O)c12 (stereo unspecified)	-12	9	-14	3	0.7	3.9	-32	-17	4.7	-15	7.6
Cc1ccc2[nH]c(O)c(N=NC(=O)CCc3ccccc3)c2c1Br	4	11	16	2	-0.2	2.7	7	-12	2.8	-1	-1.3
Cc1cc(C(=O)Nc2c(C)nn(Cc3ccccc3Cl)c2C)no1	-14	-16	-19	-10	0.8	0.1	10	10	1.5	-9	-1.9
CCCN1C2CCCC1CC(NC(=O)c1ccc(F)cc1)C2 (stereo unspecified)	70	-8	-20	1	-0.4	2.8	8	.	1.9	-7	-1.4

7 structures from above, sorted by molar mass, lowest first:
SMILES	SUMO Mot1 rescue	HTR5A inv ctr	PKA-R1A activ	Tat export inh	Ecoli viability	AddAB inh	OPRM1-OPRD1 inv	PfHsp90 yeast 2	phage Ecoli inh	PKA-R2B act	MOR-DOR ag
Cc1cc(F)ccc1NC(=O)Nc1ccc2c(c1)OCO2	-4	13	2	2	-0.8	0.4	4	2	2.3	5	-0.8
CC(NC(=O)c1ccc(Cl)cc1)C(=O)N1CCCCC1 (stereo unspecified)	434*	4	6	8	-1.0	-2.6	6	10	2.4	-6	-1.0
CCCN1C2CCCC1CC(NC(=O)c1ccc(F)cc1)C2 (stereo unspecified)	70	-8	-20	1	-0.4	2.8	8	.	1.9	-7	-1.4
Cc1cc(C(=O)Nc2c(C)nn(Cc3ccccc3Cl)c2C)no1	-14	-16	-19	-10	0.8	0.1	10	10	1.5	-9	-1.9
O=C(Nc1ccc(F)cc1)c1cccc2c1C(=O)N(Cc1ccccn1)C2	-13	6	-12	2	-1.4	0.3	6	-2	2.8	-4	-1.1
Cc1cccc(C)c1NC(=O)c1nc(S(=O)(=O)Cc2ccccc2)ncc1Cl	.	10	3	-3	-1.4	1.6	30	-27	0.9	-4	-6.0
COc1ccc(C(=O)/C=C/Nc2ccc(S(=O)(=O)Nc3nc(C)cc(C)n3)cc2)cc1OC	4	-24	0	-4	1.0	4.9	0	5	3.4	-3	0.1

4 of the compounds above, in markdown:
| SMILES | SUMO Mot1 rescue | HTR5A inv ctr | PKA-R1A activ | Tat export inh | Ecoli viability | AddAB inh | OPRM1-OPRD1 inv | PfHsp90 yeast 2 | phage Ecoli inh | PKA-R2B act | MOR-DOR ag |
| --- | --- | --- | --- | --- | --- | --- | --- | --- | --- | --- | --- |
| CCOc1ccccc1C(=O)NCC(=O)OCC(=O)N1CCCC1 | 49 | -12 | -11 | 7 | -3.4 | -1.8 | 7 | -12 | 0.7 | 3 | -1.4 |
| O=C(Nc1ccc(F)cc1)c1cccc2c1C(=O)N(Cc1ccccn1)C2 | -13 | 6 | -12 | 2 | -1.4 | 0.3 | 6 | -2 | 2.8 | -4 | -1.1 |
| Cn1nnc2cc(C(=O)Nc3ccccc3)ccc21 | 192 | -13 | 2 | 2 | 2.0 | 1.8 | 5 | 17 | 0.4 | 0 | -1.0 |
| Cc1cc(C(=O)Nc2c(C)nn(Cc3ccccc3Cl)c2C)no1 | -14 | -16 | -19 | -10 | 0.8 | 0.1 | 10 | 10 | 1.5 | -9 | -1.9 |

(continued)
SMILES	SUMO Mot1 rescue	HTR5A inv ctr	PKA-R1A activ	Tat export inh	Ecoli viability	AddAB inh	OPRM1-OPRD1 inv	PfHsp90 yeast 2	phage Ecoli inh	PKA-R2B act	MOR-DOR ag
COCCNC(=O)CN(Cc1ccc(F)cc1)C(=O)CCC(=O)Nc1nccs1	-9	8	4	24	1.9	1.8	-12	-1	1.6	-5	1.5
COc1ccc(Cl)cc1C(=O)Nc1nnn(C)n1	5	-38	14	-12	-1.7	0.9	14	-14	3.4	-5	-2.4
CC(=O)N(CCCCl)C(C#N)c1ccccc1 (stereo unspecified)	-6	-7	4	-13	2.5	2.7	13	-1	2.6	2	-2.5
CCCOc1ccc(CC(=O)NNC(=S)Nc2ccccc2)cc1Br	.	5	5	16	1.4	3.3	-5	19	2.2	-24	0.9
O=C(Cn1cnc([N+](=O)[O-])n1)N/N=C/c1ccc2ccccc2c1	0	8	-10	-5	0.6	1.3	-33	-78	0.9	-1	4.7
COc1cc(S(=O)(=O)N(Cc2ccccn2)Cc2ccccc2Cl)ccc1-n1cnnn1	2	8	2	4	-1.4	0.3	13	-44	0.1	-6	-2.4
CC(C)(C)NC(=O)c1ccccc1-c1nc(-c2ccccc2Cl)no1	8	-13	-4	0	-0.2	1.7	-1	20	1.7	1	0.2
COC(=O)Cn1c(=O)c2c(nc(Br)n2Cc2ccccc2Cl)n(C)c1=O	-11	15	-3	3	-2.5	1.5	3	-10	2.9	-8	-0.6
COc1ccc(C2c3ccsc3CCN2C(=O)NC(C)(C)C)cc1 (stereo unspecified)	22	-10	7	-4	0.1	-1.3	13	-6	1.5	-3	-2.5
[O-]/[N+](=C\c1ccccc1)c1ccccc1	-2	1	2	-4	-0.7	0.4	19	-9	2.2	0	-3.4
CC(C)c1ccc(NC(=O)C(=O)C2C(=O)Nc3ccccc32)cc1 (stereo unspecified)	-6	27	-5	26	2.2	4.7	2	17	3.6	2	-0.5
O=c1cc(-c2ccccc2Cl)oc2c(NS(=O)(=O)c3cccs3)ccc(O)c12	-1	1	-3	1	3.0	-0.5	3	-2	4.1	-7	-0.5
Cc1ccc(-c2nnc(N3CCOCC3)c3ccccc23)cc1S(=O)(=O)N(C)C	.	-3	-2	5	.	.	14	16	1.6	-3	-3.0
O=C(CNC(=O)[C@@H]1Cc2ccccc2CN1)NC1CCCC1	135	-3	-3	3	-0.9	-0.8	7	-18	3.5	-6	-1.2
O=C(NCCCN1CCN(c2cccc(Cl)c2)CC1)c1nc(-c2ccncc2)no1	39	-2	12	2	-1.2	1.3	-2	.	5.5	4	0.3
CCOc1cccc(N2C(=O)CC(N3CCC(C(N)=O)(N4CCCCC4)CC3)C2=O)c1 (stereo unspecified)	-15	-11	2	-2	-1.0	1.2	8	-1	1.6	-2	-1.4
CC(=O)Nc1ccccc1-c1nc2ccc(C(=O)N3CCN(c4cc(C)ccc4C)CC3)cc2[nH]c1=O	-21	3	10	-3	-0.9	0.9	-13	33	2.7	6	2.5
CCc1ccc(CCC(=O)Nc2ccc(Br)cc2)o1	2	-15	-6	-2	1.2	3.0	-14	-11	2.4	-17	3.0
O=C1c2cccc3c(N4CCOCC4)c([N+](=O)[O-])cc(c23)C(=O)N1c1cccc2ccccc12	0	-7	-6	2	1.5	1.6	9	5	3.8	-9	-1.6

High-throughput results: PubChem, several laboratories
